Screening data deposited in PubChem BioAssay by Sanford-Burnham Center for Chemical Genomics.
H9c2 TAG inh: reduces triacylglycerol accumulation in H9c2 cells | Nile Red lipid (TAG) fluorescence; cells loaded with 200 µM oleic acid | inhibition, % at 12.5 µM | 230,000 compounds, 0.66% hits | AID 651582;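 active means pattern-corrected inhibition of lipid staining of at least 50% with the nuclear-stain viability signal not falling by more than 50%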;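 further: 0% = DMSO wells and 100% = triacsin C control wells; some results filed as inactive read as strong as hits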
H9c2 TAG inh DAPI viability: further read-out of H9c2 TAG inh, marked with its call; DAPI nuclei signal change (viability), lower = more cytotoxic, %;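 whole-well DAPI fluorescence read on a plate reader as a viability signal; minus 50 percent equals half of cells still viable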
An asterisk follows results filed as active; i = inactive.

SMILES	H9c2 TAG inh	H9c2 TAG inh DAPI viability
COc1ccc(S(=O)(=O)N2CCC(C(N)=O)CC2)cc1	2	-2
COC(=O)c1ccccc1NC(=O)CN(c1ccc(OC)cc1)S(C)(=O)=O	1	1
COc1ccc(S(=O)(=O)NCC(c2ccc(F)cc2)N2CCOCC2)cc1Br (configuration not stated)	-3	-1
COc1ccc(NC(=O)CSc2nc3ccsc3c(=O)n2CCCCCC(=O)O)cc1	7	5
CSc1nc2ccc(NC(=O)c3c(-c4ccccc4)noc3C)cc2s1	-8	0
CC1(C(=O)NS(=O)(=O)c2ccc(F)cc2F)CCN1C(=O)Cc1ccccc1 (configuration not stated)	-3	2
COc1ccc(OCc2cc(C(=O)NCCN3CCCC(O)C3)no2)c(Cl)c1 (configuration not stated)	-8	1
CN(CC(=O)Nc1ccccc1Cl)C(=O)c1cccc(S(=O)(=O)N2CCN(c3ccccc3)CC2)c1	-24	6
Cc1ccc(NC(=O)C(C)N=C2NS(=O)(=O)c3ccccc32)cc1F (configuration not stated)	4	1
Cc1nc2nc(SCC(=O)C(C)(C)C)[nH]c2cc1Br	-29	10
CC(=O)NC(C)c1cc(F)c2cccnc2c1O (configuration not stated)	12	-7
COc1ccc(S(=O)(=O)N2CCN(CC(=O)c3c(N)n(C)c(=O)n(C)c3=O)CC2)cc1OC	-1	-4
CCOc1ccc(OCCC(=O)OCC(=O)N2CCN(S(=O)(=O)c3ccc(C)cc3)CC2)cc1	-2	6
Clc1cc(CSc2ccccc2)nc(-c2ccccc2)n1	-6	-4
Cc1cc(N2CCOCC2)nc(N2CCOCC2)c1C#N	6	-5
COc1cccc(NC(=O)CN(C)C(=O)c2cn(-c3ccccc3)nc2-c2cccs2)c1	18	2
CCCCn1c(N)c(N(CCOC)C(=O)CC2CCCCC2)c(=O)[nH]c1=O	-2	-10
Cc1ccc(NC(=O)C2CC(=O)N(c3ccc4c(c3)OCCO4)C2)cc1S(=O)(=O)N(C)C (configuration not stated)	-1	-3
COc1nc(OC)nc(N(C)CCO)n1	-6	0
Cc1nonc1-c1csc(N)n1	9	2
Cc1ccc(N2C(=O)C3C4C=CC(CNC(=S)N5CCN(c6ccccn6)CC5)(O4)C3C2=O)cc1 (configuration not stated)	7	-11
CCC(C)(C(=O)NC1CCCCC1)N(CC1CCCO1)C(=O)CNC(=O)c1ccccc1 (configuration not stated)	-15	-5
CCn1c(SCC(=O)NC2CCCCC2)nnc1-c1ccccn1	4	6
Nc1cccnc1Oc1ccccc1F	0	1
O=C(/C=C/c1ccco1)NC(=S)Nc1ccc(N2CCOCC2)c(Cl)c1	31	3
CCOc1ccc(Br)cc1CC(=O)O	-10	-5
COc1ccc(CC(=O)Nc2cc(C)on2)cc1OC	6	2
Cc1ccc(NC(=O)CN2CCN(C(=O)C3CCCO3)CC2)c(C)c1 (configuration not stated)	9	-1
CCN(CC)C(=O)c1[nH]cnc1C(=O)Nc1ccccc1F	5	4
CCNC(=O)C1(C)CCN(Cc2csc(-c3ccccc3)n2)C1 (configuration not stated)	7	-2
N/C(=N\OC(=O)CCC1CCCCC1)c1ccc([N+](=O)[O-])cc1	-1	2
OC1(c2cn(Cc3ccccc3)nn2)CCCCC1	-26	6
CCCCCC(=O)Nc1nc2ccccc2[nH]1	-5	6
CC1=Nc2cc(C(=O)O)ccc2Sc2c(C)ccc(C)c21	-10	6
O=C1NC(=O)N(Cc2ccccc2)CC1Br (configuration not stated)	-5	-3
O=C(CCSc1ccccc1)Nc1nnc(-c2cccs2)o1	-10	-3
COCCn1c(SCC(=O)Nc2c(C)n(C)n(-c3ccccc3)c2=O)nnc1-c1ccncc1	-5	-2
CCOc1ccc(Nc2cc(=O)n(C)c(=O)n2C)cc1	8	1
COc1ccc(C(=O)N2CCC(C(=O)c3c(C)cc(C)cc3C)CC2)cc1	-4	-9
CCOCCOc1nc2c(c(=O)n(C)c(=O)n2C)n1CCc1ccccc1	-18	-7
CC(C)(C)c1ccc(C(=O)NCCC(=O)N2CCN(c3ncccn3)CC2)cc1	10	-4
CCN1C(=O)[C@H]2[C@@H](c3ccc(OC)cc3)N[C@]3(CCCN(Cc4ccco4)C3=O)[C@H]2C1=O	-15	8
Cc1cccc(Cn2c(SCCN3CCCCC3)nc3c2c(=O)[nH]c(=O)n3C)c1	35	-11
O=C(NNC(=O)C1CC(c2cccnc2)=NO1)Nc1ccccc1F (configuration not stated)	4	7
COc1ccc(-c2nnn(CC(=O)Nc3ccc4c(c3)OCCO4)n2)cc1OC	-36	-4

Entries of single compounds, looked up by structure. Values in the order: H9c2 TAG inh, H9c2 TAG inh DAPI viability
`N/C(=N\OC(=O)CCC1CCCCC1)c1ccc([N+](=O)[O-])cc1` as listed: -1, 2
`Cc1cccc(Cn2c(SCCN3CCCCC3)nc3c2c(=O)[nH]c(=O)n3C)c1` as listed: 35, -11

Going on with the list:
SMILES	H9c2 TAG inh	H9c2 TAG inh DAPI viability
COc1ccc(C(=O)NNC(=S)NC(=O)c2ccccc2[N+](=O)[O-])cc1	7	10
CSc1cccc(NC(=S)N(C(C)C)C(C)c2ccccn2)c1 (configuration not stated)	8	-1
CCOC(=O)N1CCC(=NNC(=O)NC2CCCCC2)CC1	4	-7
Cc1cccc2c1-c1sc(C(=O)NCCCN3CCc4ccccc4C3)cc1CO2	8	74
O=C(NCCCn1ccnc1)c1cccnc1	7	-3
CCOC(=O)c1cc(-c2ccccc2)sc1NC(=O)C(C)Sc1nnc(C)s1 (configuration not stated)	16	0
O=C(c1ccc(Cl)c(S(=O)(=O)N2CCOCC2)c1)N(Cc1ccco1)Cc1cccs1	-10	-6
N#CC1(P(=O)(c2ccccc2)c2ccccc2)CC1	-14	3
Cc1ccnc(-n2sc3ccccc3c2=O)n1	1	-1
CC(=O)N1CC(=O)N(Cc2ccccc2)/C(=C/c2ccccc2)C1=O	10	-6
CCn1nc(C(=O)NCc2ccco2)c(Cl)c1Cl	11	0
CCC(=O)Nc1cccc(C(=O)N(Cc2ccccc2)Cc2ccccc2)c1	-5	5
CCc1ccccc1NC(=O)CN1CCN(CC(=O)NCc2ccc(Cl)cc2)CC1	-30	6
Cc1cccnc1NC(=S)Nc1ccc(Br)cc1Cl	-13	3
CC(=O)c1cccc(-c2ccnc3c2CC(C(=O)Nc2cccc(N(C)C)c2)O3)c1 (configuration not stated)	-15	1
Cn1cccc1/C=N/N1CCN(c2ccccc2)CC1	11	-9
Clc1ccc(-c2nc3ccccn3c2CN2CCOCC2)cc1	-3	5
O=C(Nc1ccccc1Cl)c1cc(C2CCCCN2C(=O)C2CCCCC2)on1 (configuration not stated)	4	0
Cn1ncc(Br)c1NC(=O)CSc1ccc(Cl)cc1	-11	-2
Cc1cc(C)n(C(=O)Cn2nc(C)c(Br)c2C)n1	0	3
Oc1cccc(C(O)CNCc2ccc(OCc3ccc(Cl)cc3Cl)cc2)c1 (configuration not stated)	-18	12
Cc1ccc(S(=O)(=O)N2[C@@H](c3cccc(Cl)c3)C(C(=O)O)=CC[C@H]2c2ccc(C(C)C)cc2)cc1	9	0
CN(C)CCNc1nc2c(c(=O)[nH]c(=O)n2C)n1CC(O)COc1ccc(Cl)cc1Cl (configuration not stated)	11	-17
CC1=C(C(=O)N(C)C)CC(CC(=O)NCc2cccc3ccccc23)C(=O)N1CCC1=CCCCC1 (configuration not stated)	6	-4
O=C(c1cc(Br)c(Br)s1)N1CCOCC1	2	-2
CNC(=S)NNC(=O)c1ccc(=O)n(Cc2ccc(Cl)cc2Cl)c1	1	0
Cn1cc(Cl)c(C(=O)NNC(=S)NC2CCCCC2)n1	9	0
C/C(=N\NC(=O)c1ccc2ccccc2c1)c1cccs1	11	-5
NCCCC[C@H]1CNC(=O)C(=O)N1CCC12CC3CC(CC(C3)C1)C2	-4	-9
CC[C@]12c3[nH]c4ccc(Cl)cc4c3CCN1C(=O)[C@@H](CC(=O)NC/C=C(\C)CCC=C(C)C)C[C@@H]2C(=O)N1CCN(C(=O)c2ccco2)CC1	16	11

A second format for some results above.
Every second line gives: H9c2 TAG inh, H9c2 TAG inh DAPI viability
- O=C(c1cc(Br)c(Br)s1)N1CCOCC1
 : 2, -2
- Cc1cccc(Cn2c(SCCN3CCCCC3)nc3c2c(=O)[nH]c(=O)n3C)c1
 : 35, -11
- COc1cccc(NC(=O)CN(C)C(=O)c2cn(-c3ccccc3)nc2-c2cccs2)c1
 : 18, 2
- Cc1ccc(NC(=O)C(C)N=C2NS(=O)(=O)c3ccccc32)cc1F (configuration not stated)
 : 4, 1
- COCCn1c(SCC(=O)Nc2c(C)n(C)n(-c3ccccc3)c2=O)nnc1-c1ccncc1
 : -5, -2
- O=C(c1ccc(Cl)c(S(=O)(=O)N2CCOCC2)c1)N(Cc1ccco1)Cc1cccs1
 : -10, -6
- CCNC(=O)C1(C)CCN(Cc2csc(-c3ccccc3)n2)C1 (configuration not stated)
 : 7, -2

The list continues:
SMILES	H9c2 TAG inh	H9c2 TAG inh DAPI viability
Fc1ccc(NC(=S)Nc2cccnc2)c(Cl)c1	-3	2
CN(C)C(=S)c1ccccc1	-7	1
FC(F)(F)c1cc(Oc2ccc(Cl)cc2)ncc1-c1nnc(-c2ccc(Cl)cc2)o1	-8	0
O=C(C1CCCO1)N1CCN(S(=O)(=O)c2cccc3nsnc23)CC1 (configuration not stated)	-8	3
CC(=O)CCc1ccc(Oc2nc(-c3cccnc3)nc3ccccc23)cc1	-8	i
CCOc1ccc(N=Cc2ccc([N+](=O)[O-])cc2)c(O)c1	8	-6
CCn1c(C)nnc1SCC(=O)Nc1ccc(OC)cc1	-16	14
COc1ccc(C(=O)Nc2ccc(C(=O)c3ccccc3)cc2)cc1	-34	15
O=c1/c(=C\c2cccn2-c2ccccc2)sc2nc3ccccc3n12	10	-3
O=C1Nc2ncccc2OC1CCCl (configuration not stated)	-14	12
CCn1c(SCc2ccccc2)nc2cc(OC)c(OC)cc2c1=O	5	-6
COC(=O)NC1(C(=O)O)CCCC1	4	-1
COc1ccc(N(CC(=O)NC2CCCC2)C(=O)c2ccc(N3CCCCC3)nc2)cc1	6	-13
CCOC(=O)C1=C(C(F)(F)F)Nc2ncnn2C1c1cc(OC)ccc1OC (configuration not stated)	-4	7
CCc1ccc(-c2nc(CSCC(=O)NCCCN3CCCC3=O)c(C)o2)cc1	-19	-5

4 compounds picked at random from those above:
SMILES	H9c2 TAG inh	H9c2 TAG inh DAPI viability
COc1ccc(N(CC(=O)NC2CCCC2)C(=O)c2ccc(N3CCCCC3)nc2)cc1	6	-13
CC(=O)CCc1ccc(Oc2nc(-c3cccnc3)nc3ccccc23)cc1	-8	i
O=c1/c(=C\c2cccn2-c2ccccc2)sc2nc3ccccc3n12	10	-3
COc1ccc(C(=O)Nc2ccc(C(=O)c3ccccc3)cc2)cc1	-34	15

Reformatted field by field: part of the list above.
O=c1/c(=C\c2cccn2-c2ccccc2)sc2nc3ccccc3n12
  H9c2 TAG inh: 10	H9c2 TAG inh DAPI viability: -3

O=C1Nc2ncccc2OC1CCCl (configuration not stated)
  H9c2 TAG inh: -14	H9c2 TAG inh DAPI viability: 12

CCn1c(SCc2ccccc2)nc2cc(OC)c(OC)cc2c1=O
  H9c2 TAG inh: 5	H9c2 TAG inh DAPI viability: -6

COC(=O)NC1(C(=O)O)CCCC1
  H9c2 TAG inh: 4	H9c2 TAG inh DAPI viability: -1

Carrying on:
SMILES	H9c2 TAG inh	H9c2 TAG inh DAPI viability
COc1ccc(-c2cc(C(=O)N(C)Cc3ccc(OC)c(OC)c3OC)c3ccccc3n2)cc1OC	9	-21
O=C(NCCC1CCCCN1S(=O)(=O)c1ccccc1)C(=O)Nc1ccc(F)cc1F (configuration not stated)	8	-10
CCCCNC(=O)c1onc(CSc2ccc(OC)cc2)c1C(=O)O	4	-2
Cc1ccc2occ(/C=N/NC(=O)c3ccc(O)cc3)c(=O)c2c1	-3	5
COc1ccccc1NC(=O)CC(c1ccc(F)cc1)c1ccco1 (configuration not stated)	-12	3

An excerpt; rates above refer to the full screens.
